UCHL1 block: inhibitors of human UCHL1 deubiquitinase; Ubiquitin carboxyl-terminal hydrolase isozyme L1 (Homo sapiens), P09936; purified UCHL1, Ub-rhodamine cleavage fluorescence; inhibition, % at 20 µM; 47,000 tested, 0.2% active; AID 1645859, 2021
USP8 block: inhibitors of human USP8 deubiquitinase. purified USP8, Ub-rhodamine cleavage fluorescence, 30 min. inhibition, % at 20 µM. 47,000 tested, 4.2% active. AID 1645853, 2021
USP17 block: inhibitors of human USP17 deubiquitinase; inhibition, % at 50 µM; 47,000 tested, 6.5% active; purified USP17, Ub-rhodamine cleavage fluorescence, 3 h; AID 1645855, 2021
USP7 inh: inhibitors of human USP7 deubiquitinase; Ubiquitin carboxyl-terminal hydrolase 7 (Homo sapiens), Q93009; purified USP7, Ub-rhodamine cleavage fluorescence; inhibition, % at 20 µM; 47,000 tested, 0.3% active; AID 1645854, 2021
USP30 inh: inhibitors of human USP30 deubiquitinase | Ubiquitin carboxyl-terminal hydrolase 30 (Homo sapiens), Q70CQ3 | purified USP30, Ub-rhodamine cleavage fluorescence | inhibition, % at 25 µM | 47,000 tested, 5.3% active
OTUD3 block: inhibitors of human OTUD3 deubiquitinase; inhibition, % at 25 µM; purified OTUD3, Ub-rhodamine fluorescence, 2 h; OTU domain-containing protein 3 (Homo sapiens), Q5T2D3; AID 1645858, 2021; 47,000 tested, 0.7% active
USP10 block: inhibitors of human USP10 deubiquitinase. Ubiquitin carboxyl-terminal hydrolase 10 (Homo sapiens), Q14694. purified USP10, Ub-rhodamine fluorescence, 60 min. inhibition, % at 20 µM. 47,000 tested, 1.1% active. AID 1645856, 2021
USP28 inh: inhibitors of human USP28 deubiquitinase; purified USP28, Ub-rhodamine cleavage fluorescence, 30 min; 47,000 tested, 3% active; Ubiquitin carboxyl-terminal hydrolase 28 (Homo sapiens), Q96RU2; AID 1645857, 2021; inhibition, % at 25 µM
* = called active by the depositor; i = inactive; . = no result given. Cut-off read from the data, not from the text of the source: active = inhibition above about 30%; inactive = the rest.

item	SMILES	UCHL1 block	USP8 block	USP17 block	USP7 inh	USP30 inh	OTUD3 block	USP10 block	USP28 inh
1	O[C@H]1[C@H](NCc2cnc3ccccc3c2)[C@@H](c2ccccc2)C[C@H]1O	0	7	-27	-13	-29	-5	0	-6
2	COCCN1CCc2cc(C(=O)N3CCCC3)c(NC(C)C)nc2CC1	-4	-67	-113	0	-197	-40	-12	-90
3	O=C(NC1CC1)c1ccc(-c2nnc3ccc(NC(=O)C4CCC4)cn23)cc1	-1	-20	-1	0	-360	-101	-7	-76
4	O=c1c2cccnc2n(Cc2ccccc2F)c(=O)n1CCc1ccccc1	0	-2	-1	-12	-2	0	5	19
5	COc1ccc(CCNC(=O)CN2CCN(Cc3cccc(C)c3)C2=O)cc1OC	-3	0	0	-2	16	4	-1	2
6	CC(=O)N1CCC(c2cc(-c3cccc(C(=O)O)c3)nc(C)n2)C1 (centres undefined)	-1	3	2	0	7	-2	1	-5
7	O=C(c1ccc(F)cc1Cl)N1CCN(C(=O)c2cnn3ccccc23)CC1	3	14	2	0	16	15	0	14
8	O=C(CN1CCOCC1)Nc1scc2c1c(=O)oc1ccccc12	4	-7	-3	2	-1	0	3	-6
9	O=C(NC1CCCC1)C1CC(=O)N(c2cccc(-c3noc(-c4cccs4)n3)c2)C1 (centres undefined)	4	0	61*	1	-41	0	45*	-1
10	Cc1cc(=O)n(CC(=O)NCc2ccccc2Cl)c(N2CCCC2)n1	-2	-12	-3	-7	-7	-3	1	-4
11	CC1(C)c2[nH]c3ccccc3c2C[C@@H]2C(=O)N(CCCN3CCOCC3)CC(=O)N21	-10	-17	-20	-19	-75	-18	-8	-21
12	Cc1cccc(-c2nnc(C(C)N3CCN(S(=O)(=O)N4CCCCCC4)CC3)o2)c1 (centres undefined)	-2	1	-3	-2	-8	-2	-4	-12
13	COc1ccc(Cc2nnc(NC(C)c3ccccc3)[nH]c2=O)cc1 (centres undefined)	4	67*	15	15	27	10	31*	11
14	CCNC(=O)N1CCC2(CC1)c1ncc(-c3cccnc3)n1CCN2C	0	-152	-8	2	15	13	2	16
15	CCc1ccc(CN2CCC3(CCCN(C(=O)c4cnccn4)C3)C2)o1 (centres undefined)	-3	-10	-14	-3	-19	-2	-9	-2
16	Cc1ccc(C2/C(=C(\O)c3ccc(F)cc3)C(=O)C(=O)N2c2nc3ccc(F)cc3s2)cc1 (centres undefined)	-1	-13	.	2	1	-4	28	10
17	CC(C)Nc1ncnc2c1c(C(=O)N1CCOCC1)c1ccccn12	-6	17	-1	-9	-67	-16	-9	-20
18	CC(NC(=O)N(Cc1ccccc1)CC1CC=CCC1)(C(F)(F)F)C(F)(F)F (centres undefined)	2	13	7	6	-1	11	2	-1
19	COc1ccc2nc(N3CCCN(S(=O)(=O)c4ccc(Cl)c(F)c4)CC3)c(C#N)cc2c1	-5	-2	-8	-3	-40	-12	-7	-17
20	N#Cc1c(-c2cccs2)cc(-c2cccs2)[nH]c1=O	-71	-71	-171	-52	i	-201	-9	-261
21	COc1cccc(NS(=O)(=O)c2cc3c4c(c2)CCC(=O)N4CCC3)c1	0	-14	-10	-2	-49	-2	2	0
22	Cc1ccc(C)c(C(=O)Nc2ccc(C)c(S(=O)(=O)N3CCCCCC3)c2)c1	3	-1	-1	5	-5	-1	2	-4
23	O=C(COc1ccccc1)N1CCCC(c2[nH]nc3nccnc23)C1 (centres undefined)	-2	0	-7	-1	-6	-8	1	-3
24	Cn1c(NC(=O)c2ccc(Cl)cc2)c(-c2ccccn2)c(=O)c2ccccc21	0	43*	21	1	-7	13	-9	7
25	COc1ccccc1C1Cn2c(C)cnc2CN1Cc1cn[nH]c1C (centres undefined)	1	-1	8	0	.	2	-1	.
26	CCNc1c(NC(=O)c2c(F)cccc2F)c(=O)oc2ccccc12	0	-1	2	4	0	3	0	6
27	O=C(CCc1nnc2ccc(N3CCCCC3)nn12)NCCC1=CCCCC1	0	7	1	-31	7	-1	-4	5
28	Cc1ccc(C)c(S(=O)(=O)N2CCN(c3ccc4nnc(-c5ccco5)n4n3)CC2)c1	45*	76*	63*	37*	41*	23	39*	46*
29	c1ccc(C2Cn3nnnc3-c3ccccc3O2)cc1 (centres undefined)	1	20	10	-144	27	4	2	27
30	O=C(Nc1ccc(F)cc1F)c1csc2c1CCCCC2	1	0	8	3	-12	-1	1	-8
31	CNC(=O)[C@@H]1CN2CCN(S(=O)(=O)c3ccccc3)C[C@@H]2[C@H]1c1ccccc1	-1	-2	0	-2	-5	-3	3	-2
32	CCCn1cc(-c2nccnc2CC2CCN(C(=O)C(C)(C)C)C2)cn1 (centres undefined)	1	-1	7	4	-2	0	1	-2
33	O=C(CC1Nc2ccccc2OC1=O)Nc1ccccc1F (centres undefined)	-1	-150	-17	-3	1	0	-2	5
34	COc1ccc(C2CC(=O)C3=C(C2)Nc2ccccc2N(C(=O)c2ccccc2)C3c2cccc(OC)c2)cc1 (centres undefined)	1	8	20	14	6	-7	8	4
35	CC(NC(=O)C1(c2ccc(F)cc2)CCCC1)c1nc2ccccc2[nH]1 (centres undefined)	1	1	-13	-4	-23	-16	0	-4
36	NC(=O)c1cc2ccccc2nc1C1CCN(C(=O)c2ccccn2)CC1	-1	4	6	2	-9	-1	1	-3
37	O=C(C1CC1)N1CCc2cc(S(=O)(=O)N3CCOCC3)ccc21	-2	6	0	0	0	0	0	11
38	COc1ccc(NC(=O)COc2cccc(-c3noc(-c4ccco4)n3)c2)cc1	-3	-8	-13	-8	-45	-26	-1	-23
39	CCOc1ccccc1CNC(=O)c1cnc2scc(C)n2c1=O	-1	22	11	-3	-1	-3	2	-45
40	CCOC(=O)/C=C/COc1ccccc1[N+](=O)[O-]	5	-52	-8	1	19	17	2	13

Molecules shown so far containing a thiophene ring, fused or not (4):
item	SMILES	UCHL1 block	USP8 block	USP17 block	USP7 inh	USP30 inh	OTUD3 block	USP10 block	USP28 inh
8	O=C(CN1CCOCC1)Nc1scc2c1c(=O)oc1ccccc12	4	-7	-3	2	-1	0	3	-6
9	O=C(NC1CCCC1)C1CC(=O)N(c2cccc(-c3noc(-c4cccs4)n3)c2)C1 (centres undefined)	4	0	61*	1	-41	0	45*	-1
20	N#Cc1c(-c2cccs2)cc(-c2cccs2)[nH]c1=O	-71	-71	-171	-52	i	-201	-9	-261
30	O=C(Nc1ccc(F)cc1F)c1csc2c1CCCCC2	1	0	8	3	-12	-1	1	-8

Continuation:
item	SMILES	UCHL1 block	USP8 block	USP17 block	USP7 inh	USP30 inh	OTUD3 block	USP10 block	USP28 inh
41	CC(C)c1ccc(-n2c(=O)c3ccccc3c3ccccc3c2=O)cc1	11	28	3	5	35*	14	10	12
42	O=C(Cc1c[nH]c2ccccc12)Nc1nc2ccccc2s1	4	7	5	-51	-8	1	-2	64*
43	CCN1CCN(c2ccc(NC(=O)c3ccc(OC)cc3)cn2)C1=O	2	12	22	2	9	9	2	45*
44	CC(=O)Nc1ccc(C(=O)NCc2c(C)nc3sc(C)nn23)cc1	-1	-6	.	0	-3	-2	-1	-1
45	C=C1Nc2ccccc2C(=O)N1c1ccc(F)c(NC(=O)c2cccc(F)c2)c1	-1	-5	11	-2	5	1	1	7
46	Cc1cc(=O)[nH]c(C2CN(C(=O)c3ccc4c(c3)OCO4)CCO2)n1 (centres undefined)	0	3	3	0	9	8	1	-2
47	N#Cc1ccccc1NC(=O)Cc1cccc2ccccc12	3	-285	13	1	25	15	1	21
48	CC(C)N1C(=O)c2cccnc2Sc2cc(NC(=O)CCc3ccccc3)ccc21	-35	-9	-36	-38	-493	-38	-7	-23
49	CC(C)(C)c1cc2nc(-c3ccc4c(c3)CCC4)cc(C(F)(F)F)n2n1	-2	-1	1	3	4	0	4	-3
50	CCOc1ccc2c(c1)c(=O)c(C(=O)c1ccc(F)cc1)cn2CC(=O)Nc1ccc(F)cc1	30*	72*	41*	47*	.	5	20	.
51	Cc1noc(C)c1S(=O)(=O)N1CCCn2nc(-c3cccnc3)cc2C1	-3	0	-4	0	3	-4	1	-9
52	CN(Cc1ccccc1)C(=O)CN1CCc2cc(S(N)(=O)=O)ccc21	-4	-7	-7	-6	-4	-11	2	-16
53	Cc1cc(N2CCCC2c2cncc(-c3nccn3C)n2)ncn1 (centres undefined)	-3	-35	-3	0	-27	-9	-7	0
54	C(=C\c1ccccc1)/Cn1c(C2CCCO2)nc2ccccc21 (centres undefined)	2	1	3	-16	17	5	2	15
55	Cc1cc(Nc2nc(C)c(C)s2)nc(C2CCCN(CCO)C2)n1 (centres undefined)	-1	-5	-23	-2	.	-10	-2	.
56	Cc1ccc(S(=O)(=O)NCc2ccc(C(=O)NCCc3ccc(S(N)(=O)=O)cc3)cc2)cc1	3	63*	88*	21	88*	77*	49*	69*
57	CC(C)(C)OC(=O)NC[C@H]1C[C@@]2(C)[C@H](O)CCCC[C@H]2N1C(=O)c1ncc[nH]1	-2	-42	.	0	-37	-10	-3	-10
58	CCc1nnc(-c2ccc(=O)n(CC(=O)N3CCN(c4cc(C)ccc4C)CC3)c2)o1	0	-7	-5	-3	8	3	-4	0
59	COc1cc2c(cc1OC)CN(c1ncnc3scc(-c4ccccc4)c13)CC2	-8	37*	-42	-19	-28	-26	-9	1
60	Cc1ccc(NC(=O)Nc2cnn(-c3ncncc3N3CCOCC3)c2)cc1C	3	-18	-5	1	7	11	-4	8

Grouped by structure: the compounds so far containing a furan ring, fused or not
item	SMILES	UCHL1 block	USP8 block	USP17 block	USP7 inh	USP30 inh	OTUD3 block	USP10 block	USP28 inh
15	CCc1ccc(CN2CCC3(CCCN(C(=O)c4cnccn4)C3)C2)o1 (centres undefined)	-3	-10	-14	-3	-19	-2	-9	-2
28	Cc1ccc(C)c(S(=O)(=O)N2CCN(c3ccc4nnc(-c5ccco5)n4n3)CC2)c1	45*	76*	63*	37*	41*	23	39*	46*
38	COc1ccc(NC(=O)COc2cccc(-c3noc(-c4ccco4)n3)c2)cc1	-3	-8	-13	-8	-45	-26	-1	-23

Carrying on.
item	SMILES	UCHL1 block	USP8 block	USP17 block	USP7 inh	USP30 inh	OTUD3 block	USP10 block	USP28 inh
61	O=C(Nc1ccc2c(N3CCOCC3)ncnc2c1)c1c(F)cccc1F	2	9	3	1	-14	1	0	1
62	CN1CCN(c2ccc3nnc(CCC(=O)NCCc4c[nH]c5ccccc45)n3n2)CC1	-3	8	-3	0	-27	-15	-5	-9
63	CC[C@H]1OC(=O)C[C@@H](O)[C@H](C)[C@@H](O[C@H]2CC(N(C)C)[C@H](O[C@H]3CC(C)(O)[C@@H](O)C(C)O3)C(C)O2)[C@@H](CC=O)C[C@@H](C)C(=O)/C=C/[C@@]2(C)O[C@@H]2[C@H]1CO[C@@H]1OC(C)[C@@H](O)C(OC)C1OC (some centres undefined)	0	-4	-8	0	-12	-7	-6	-6
64	O=C(O)CN1C[C@@H]2C[C@]2(c2ccccc2)C(=O)c2ncccc21	-14	12	-33	-13	-219	-62	-8	-67
65	COc1ccccc1C(=O)N[C@H]1[C@H](O)[C@H](O)C[C@@H]1c1ccccc1C	4	2	15	-2	13	-7	1	8
66	Cc1ccc(S(=O)(=O)N=C(c2ccccc2)N2CCCC2)cc1	0	15	14	0	18	17	0	12
67	O=C(Nc1ccc(NC(=O)C(c2ccccc2)c2ccccc2)cc1)c1cccs1	-1	-16	-4	3	-9	-2	7	-9

Screening data as filed in PubChem.
